# Assay outcomes from PubChem.
# GPR35 antagonists – GPR35 antagonists blocking zaprinast-driven arrestin recruitment, primary screen, imaging, U2OS, beta-arrestin-GFP, zaprinast agonist (AID 2058); U2OS GPR35 beta-arrestin-GFP translocation imaging, zaprinast antagonism; higher % means a stronger effect; G-protein coupled receptor 35 (Homo sapiens); one-dose inhibition, % at 10 µM; IC50 in µM for titrated hits; 0.052% of 290,000 active;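 active = inhibition of at least 50% with at least 30 cells and total cytoplasm GFP at most 10,000,000; inconclusive = under 30 cells or total GFP of 10,000,000 plus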
# GPR55 activation – GPR55 agonists via beta-arrestin recruitment, primary screen, imaging, U2OS cells, beta-arrestin-GFP redistribution (AID 1961); G-protein coupled receptor 55 (Homo sapiens); U2OS GPR55 beta-arrestin-GFP redistribution imaging; higher % means a stronger effect; activation, % at 10 µM, or EC50 in µM where a hit was titrated; 0.048% of 290,000 active;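 active = activation above 40% with more than 50 cells counted in the well; inconclusive = wells holding fewer than 50 cells, flagged as toxic or sparse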;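 note: U2OS osteosarcoma cells stably expressing GPR55 and beta-arrestin-GFP; plate controls were DMSO negative control for no effect and LPI positive control for full effect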
# AID2073 – inhibitors of Mint1-CaV2.2 protein interaction, biochemical, HTRF (AID 2073); Voltage-dependent N-type calcium channel subunit alpha-1B (Homo sapiens); HTRF protein-protein interaction, Mint1-CaV2.2; higher % means a stronger effect; inhibition, % at 20 µM, or IC50 in µM where a hit was titrated; 0.19% of 290,000 active; in the data active = inhibition mostly above about 51%, no sharp cut-off; inconclusive = no clear call, values can overlap the other calls; inactive = mostly below about 53%; note: some results filed as inactive read as strong as hits
# HIV fusion peptide – inhibitors of HIV fusion peptide binding, primary screen, biochemical, uHTS, fluorescence dequenching (AID 1986); cell-free peptide binding, fluorescence dequenching, 30 min; higher % means a stronger effect; inhibition, % at 20 µM; hits with a dose series show IC50 in µM; 0.3% of 290,000 active; in the data active = inhibition mostly above about 52%, no sharp cut-off; inactive = mostly below about 76%; note: some results filed as inactive read as strong as hits
# GPR55 antagonists – GPR55 antagonists blocking LPI-driven arrestin recruitment, primary screen, imaging, U2OS, beta-arrestin-GFP, LPI agonist (AID 2013) | G-protein coupled receptor 55 (Homo sapiens) | U2OS GPR55 beta-arrestin-GFP translocation imaging, LPI antagonism; higher % means a stronger effect | inhibition, % at 10 µM, or IC50 in µM where a hit was titrated | 0.13% of 290,000 active;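 active = spots per cell inhibited over 60%, with over 100 cells counted and total cytoplasm intensity under 500,000; inconclusive = wells with under 100 cells, flagged as likely toxic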;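 note: U2OS cells stably carrying GPR55 and arrestin-GFP stimulated by 5 µM LPI near EC80; imaged beta-arrestin-GFP aggregate spots per cell after agonist stimulation; plate controls were LPI-stimulated DMSO wells for no effect and DMSO wells without LPI for full effect; some results filed as inactive read as strong as hits; confirmed hits need IC50 under 10 µM and bright autofluorescent wells are also inconclusive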
# UTI89 phage lysis – inhibition of K1F phage lysis, E. coli UTI89, bacterial capsule biogenesis inhibitors, alamar blue (AID 488966) | E. coli UTI89 K1F phage lysis, alamar blue, 2 h; higher % means a stronger effect | inhibition, % at 100 µM, or IC50 in µM where a hit was titrated | 0.02% of 340,000 active;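 active = phage lysis inhibition, versus mean bacterial control, above a set limit; inconclusive = no clear call, values can overlap the other calls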;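 note: capsule biogenesis inhibitors block K1F phage lysis so surviving cells raise fluorescence; higher fluorescence means more inhibition of phage lysis; actives were called in the ten point dose series up to 300 µM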
# NS5 inhibitors – Dengue-2 NS5 methyltransferase inhibitors, primary screen, biochemical, confirmation dose response (AID 588689). Genome polyprotein (Dengue virus type 2 (strain 16681-PDK53)). 0.3% of 340,000 active. Dengue-2 NS5 methyltransferase capping enzyme assay, biochemical; higher % means a stronger effect. inhibition, % at 25 µM, or IC50 in µM where a hit was titrated; in the data active = a potency from the dose series; inconclusive = inhibition above about 29% without an active follow-up result
# NTR1 ag – agonists of NTR1, primary screen, imaging, U2OS cells, beta-arrestin-GFP, high content (AID 493036); NTR1-U2OS beta-arrestin-GFP spot imaging, agonist mode; 0.17% of 330,000 active; activation, % at 20 µM; Neurotensin receptor type 1 (Homo sapiens), P30989;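 active = activation at or above 40% of the spot to cytoplasm intensity ratio, with at least 20 cells analyzed; inconclusive = wells under 20 cells, flagged as cytotoxic or low count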;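 note: 0% = DMSO without peptide and 100% = 100 nM NTR1 peptide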
# Target sequence (P30989 whole entry, looked up): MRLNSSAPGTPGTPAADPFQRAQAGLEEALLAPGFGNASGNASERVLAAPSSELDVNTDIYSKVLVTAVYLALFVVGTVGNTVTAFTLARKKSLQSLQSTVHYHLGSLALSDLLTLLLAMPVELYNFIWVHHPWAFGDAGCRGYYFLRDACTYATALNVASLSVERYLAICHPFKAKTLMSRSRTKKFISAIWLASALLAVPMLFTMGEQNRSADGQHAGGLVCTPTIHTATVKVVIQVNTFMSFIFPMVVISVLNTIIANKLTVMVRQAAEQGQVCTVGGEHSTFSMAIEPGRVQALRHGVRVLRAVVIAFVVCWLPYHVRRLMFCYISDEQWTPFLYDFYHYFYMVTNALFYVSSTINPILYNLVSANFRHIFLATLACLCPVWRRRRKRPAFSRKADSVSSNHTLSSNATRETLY
# SIAH1 antagonists – Siah-1 peptide-binding antagonists, primary screen, biochemical, fluorescence polarization, rhodamine-plectin, uHTS (AID 1817); E3 ubiquitin-protein ligase SIAH1 (Homo sapiens); Siah-1 / rhodamine-plectin peptide fluorescence polarization; higher % means a stronger effect; one-dose displacement, % at 20 µM; IC50 in µM for titrated hits; 0.02% of 290,000 active;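 active = displacement of at least 50% at 20 µM, with a fluorescence ratio check between 0.3 and a set limit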;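 note: plate controls were Siah plus tracer with DMSO for no effect and tracer alone without Siah for full effect; strong numbers were not always called active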
# NTR1 ag cell count 20 µM – recorded beside NTR1 ag, whose call it bears; cell count; measured here: cell count, cytotoxicity flag
# NS5 inhibitors pilot replicate – further read-out of NS5 inhibitors, marked with its call; inhibition, %; measured here: pilot screen replicate inhibition
# * marks the source's active call; other numbers are inactive results; u = inconclusive; x = no result given; [ ] = another dose, or the depositor's remark.
SMILES,GPR35 antagonists,GPR55 activation,AID2073,HIV fusion peptide,GPR55 antagonists,UTI89 phage lysis,NS5 inhibitors,NTR1 ag,NTR1 ag cell count 20 µM,SIAH1 antagonists,others
Fc1ccc(OCc2cc(-c3ccccc3)no2)cc1,5%,-0.1%,-3%,-0.6%,5%,0.1%,-5%,-0.5,81,-4%,
CCN(CC)CCOC(=O)C(Cc1cccc2ccccc12)CC1CCCO1 (stereo unspecified),-9%,-0.1%,-3%,-1.7%,8%,0.2%,-10%,0.8,77,2%,
CCS(=O)(=O)N1CCCC(C(=O)c2ccc(OC)cc2C)C1 (stereo unspecified),6%,0.1%,-8%,0.0%,4%,0.4%,-5%,-0.2,39,-5%,
CCOCc1c(C(=O)Nc2cc(OCC)c(N3CCOCC3)cc2OCC)oc2ccccc12,-2%,0.4%,-3%,-1.4%,15%,0.1%,x,1.4,32,-9%,
C/C(=N/NC(=O)c1cccc(N2CCCC2=O)c1)c1ccc(Br)cc1,7%,1.0%,10%,2.8%,2%,0.0%,-2%,-0.3,35,11%,
O=C(Nc1ccccc1)OC1CCS(=O)(=O)C1 (stereo unspecified),-1%,0.4%,2%,3.2%,23%,1.2%[50 µM],5%,-0.8,67,14%,
CCOc1ccccc1Oc1coc2cc(OC)ccc2c1=O,4%,-0.1%,-10%,-2.6%,-8%,0.1%,-3%,-0.9,75,-5%,
Cc1ccc(SCC(=O)N/N=C/c2ccco2)cc1,3%,-0.2%,-12%,-1.2%,1%,0.3%,2%,-1.2,60,10%,
O=C(N/N=C\c1c(O)ccc2ccccc12)c1ccc(Cn2cccn2)o1,-4%,0.4%,11%,10%,5%,1.6%,9%,2.3,63,23%,
CCOc1ccc(-c2[nH]nc3c2C(c2cccnc2)C(C#N)=C(N)O3)cc1 (stereo unspecified),-12%,-0.1%,6%,-0.2%,-4%,-0.7%,1%,-0.3,37,0%,
CCn1nc(C)c(NS(=O)(=O)c2ccccc2)c1C,-4%,-0.1%,-3%,0.6%,8%,0.0%,-3%,-0.9,45,0%,
CCCS(=O)(=O)Nc1c(C(=O)OC)[nH]c2ccccc12,4%,-0.2%,38%,-1.5%,11%,2.6%[50 µM],-3%,-0.5,78,1%,
C1CCN=C(Nc2nc3c(s2)CCCC3)CC1,-5%,-0.3%,8%,3.4%,2%,2.3%,2%,0.0,35,2%,
Cc1ccc(N2CN(CCC3=CCCCC3)CNC2=S)cc1,-8%,-0.2%,-11%,-0.8%,0%,-2.2%,2%,0.3,59,9%,
COc1ccccc1NC(=S)N1CCN(c2nc(-c3ccccc3)cs2)CC1,5%,0.1%,-10%,-2.1%,0%,0.3%,-6%,2.5,66,4%,
Cc1ccc(NC(=O)CCC(=O)N/N=C/c2cccs2)cc1,-4%,-0.1%,u,-0.2%,3%,0.0%,-1%,-0.7,82,-4%,
O=C(Nc1ccc(C(F)(F)F)cc1)N1CCN(c2ccnc3cc(Cl)ccc23)CC1,-14%,0.3%,3%,0.5%,-25%,x,x,7.7,55,-6%,
CCCOc1cc(C)c(S(=O)(=O)NCCOC)cc1C,-2%,-0.1%,0%,-0.2%,-2%,0.3%,-4%,1.1,75,1%,NS5 inhibitors pilot replicate=-1.5
O=C1N(CC(=O)N2CCc3ccccc32)CCN1Cc1ccc(Cl)cc1,9%,0.0%,-6%,-2.7%,4%,1.4%,-8%,0.8,64,-3%,
COCCCn1c(=N)c(C(=O)NCc2ccc3c(c2)OCO3)cc2c(=O)n3ccccc3nc21,-1%,-0.3%,11%,2.0%,8%,-0.2%,-5%,1.7,71,-5%,NS5 inhibitors pilot replicate=-1.2
Nc1cc(N)nc(SCC(=O)Nc2ccccc2)n1,-10%,-0.2%,-6%,-2.3%,0%,1.3%,1%,0.7,45,2%,
Cc1cc(C)n(-c2ccc(NC(=O)C3CCN(Cc4cc(C)c(C)o4)CC3)cc2)n1,-2%,-0.1%,10%,1.4%,16%,1.7%[50 µM],5%,-1.0,74,2%,
CCOC(=O)N1CCc2c(sc(NC(=O)Cc3ccccc3)c2C(=O)c2ccc(OC)cc2)C1,6%,0.0%,-2%,0.8%,-11%,1.0%,-8%,3.9,47,-4%,
Cc1ccc(OCC(=O)NC(=S)Nc2ccc(S(=O)(=O)Nc3cc(C)on3)cc2)c(Br)c1,1%,-0.2%,14%,13%,5%,-0.7%[50 µM],-1%,1.1,68,5%,
CCC(=O)N1CCc2cc(Br)cc(S(=O)(=O)NCC3CCCN3CC)c21 (stereo unspecified),0%,-0.1%,-7%,-0.9%,3%,0.2%,0%,-0.3,107,1%,
Cn1c(=O)[nH]c(=O)c2c1nc(Br)n2CCCSc1nc2ccccc2o1,-11%,-0.1%,-14%,-0.1%,-37%,3.6%,-1%,2.5,64,1%,
CCN1CCN(C(=O)c2sc3ncnc(N4CCc5ccccc5C4)c3c2C)CC1,9%,-0.6%,-4%,0.5%,13%,0.1%,-8%,-0.4,84,18%,
O=C(NC12CC3CC(CC(C3)C1)C2)C1CCCN1C(=O)Nc1ccccc1 (stereo unspecified),-13%,1.4%,1%,-0.9%,-1%,0.1%,7%,-0.4,57,6%,
CCC/C(=N/NC(=O)c1ccc2c(c1)OCO2)c1cccs1,12%,0.2%,4%,-4.3%,17%,0.7%[50 µM],-1%,-0.1,63,-7%,
Cn1c(SCC(=O)NCc2ccco2)nnc1C1CCCC1,-10%,-0.2%,3%,0.3%,8%,-1.0%[50 µM],2%,0.5,69,6%,
Cc1ccc(NC(=O)NC(=O)N(C2CCCCC2)S(=O)(=O)c2ccccc2)cc1,-6%,-0.3%,0%,-1.5%,10%,0.4%[50 µM],6%,2.1,67,-6%,
CCCC(c1nnnn1Cc1cccs1)N1CCN(c2nc3ccccc3s2)CC1 (stereo unspecified),-4%,1.1%,-3%,-3.0%,1%,2.2%,1%,2.9,46,-2%,
Cc1ccc(NS(=O)(=O)c2ccc(Cl)c(C(=O)Nc3ccccc3-c3nc4ccccc4[nH]3)c2)cc1C,-27%,0.1%,34%,4.8%,7%,-4.2%,-4%,2.5,53,2%,
NNC(=O)CCc1nc2ccc(O)cc2[nH]1,-10%,0.2%,11%,1.1%,-10%,-2.0%,5%,-0.2,28,-8%,
O=C(NCc1ccccn1)c1cn(Cc2ccccc2)nn1,7%,-0.2%,u,1.9%,-2%,4.9%,-3%,-0.8,51,0%,
CC(C)(C)C1(O)CC(C(F)(F)F)=NN1C(=O)CCCc1ccccc1 (stereo unspecified),2%,-0.4%,-17%,-0.1%,5%,0.3%,-4%,5.9,51,-3%,
CCCC1CC(c2csc(N)n2)CCO1 (stereo unspecified),27%,-0.3%,-1%,3.6%,-3%,0.0%,1%,-1.0,38,2%,
CCC1CCCCN1C(=O)CCn1ccnc1 (stereo unspecified),-3%,0.6%,7%,0.6%,-6%,-0.1%,2%,6.0,41,2%,
CC(C)CNc1nc(N)c([N+](=O)[O-])c(N2CCCCCC2)n1,-7%,-0.1%,6%,1.3%,-6%,0.1%,-4%,6.7,93,-1%,
COc1cccc(Cl)c1NC(=O)N1CCN(c2cc(C)nc3ccccc23)CC1,-14%,0.3%,-6%,0.5%,0%,-1.7%,2%,2.7,54,-1%,
C=CCNC(=O)Nc1ccc(F)cc1F,2%,1.4%,-4%,-1.8%,1%,0.3%,-14%,-1.1,92,0%,
CCOC(=O)Cc1csc(NC(=O)c2ccc(C)o2)n1,-14%,-0.1%,1%,1.4%,-7%,3.1%,-8%,-2.2,55,4%,
COc1ccc(CC(=O)NCCc2ccc(Cl)cc2Cl)cc1,-4%,-0.3%,-1%,1.0%,-5%,0.5%,2%,-0.9,56,0%,
COc1cccc(C(=O)N/N=c2/oc3ccccc3cc2C(N)=O)c1,6%,-0.1%,4%,-0.9%,11%,0.1%,-1%,1.2,82,6%,
CC(C)Nc1nnc(Sc2ccc(Cl)cc2[N+](=O)[O-])s1,7%,0.5%,1%,-3.4%,-1%,-2.6%,-1%,-0.6,51,2%,
CCOC(=O)c1ccc(NC(=S)NC(=O)C2CCCC2)cc1,5%,0.0%,-8%,0.5%,11%,0.0%,-5%,4.8,54,0%,
CCCCOc1ccc(C2=NNC(=O)CC2)cc1,3%,-0.2%,-1%,0.9%,3%,0.4%,-4%,0.5,93,0%,
C=CCN(CC=C)C(=O)COC(=O)c1n[nH]c2ccccc12,-5%,0.2%,2%,29%,-4%,0.6%,-4%,1.6,63,-6%,
CCCCN1CNC(=S)N(CCc2ccccc2)C1,3%,-0.2%,-9%,-1.0%,-1%,1.5%[50 µM],0%,1.2,70,4%,
C[C@@H]1C(=O)O[C@@H]2[C@H](O)C34[C@H]5C[C@@H](C(C)(C)C)C36[C@H](OC(=O)[C@@H]6O)OC4(C(=O)O5)[C@@]12O (stereo partly specified),6%,-0.2%,0%,0.5%,-1%,0.0%,3%,0.6,61,4%,
CN1CCN(C(=O)CNc2ccc(C(F)(F)F)cc2[N+](=O)[O-])CC1,1%,-0.4%,4%,1.9%,9%,0.1%,-7%,0.1,59,-5%,

# Fetched one by one from the entries so far, 3 records:
SMILES,GPR35 antagonists,GPR55 activation,AID2073,HIV fusion peptide,GPR55 antagonists,UTI89 phage lysis,NS5 inhibitors,NTR1 ag,NTR1 ag cell count 20 µM,SIAH1 antagonists,others
COc1ccc(CC(=O)NCCc2ccc(Cl)cc2Cl)cc1,-4%,-0.3%,-1%,1.0%,-5%,0.5%,2%,-0.9,56,0%,
CCCCN1CNC(=S)N(CCc2ccccc2)C1,3%,-0.2%,-9%,-1.0%,-1%,1.5%[50 µM],0%,1.2,70,4%,
C[C@@H]1C(=O)O[C@@H]2[C@H](O)C34[C@H]5C[C@@H](C(C)(C)C)C36[C@H](OC(=O)[C@@H]6O)OC4(C(=O)O5)[C@@]12O (stereo partly specified),6%,-0.2%,0%,0.5%,-1%,0.0%,3%,0.6,61,4%,
